PAX8 inh HTS: lowers PAX8-driven luciferase in RMG-I cells; RMG-I TPO-luciferase reporter, SteadyGlo, 24 h; inhibition, % at 12.6 µM; 360,000 tested, 1.2% active;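 active = mean replicate inhibition at least 60% with every replicate also reaching 60%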;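 note: luciferase light reporting Pax8 driven TPO promoter activity; plate controls were median of neutral control wells for no effect and mitoxantrone controls for full effect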
ERp5 block: ERp5 (human) disulfide isomerase inhibition | 350,000 tested, 0.05% active | AID 651711 | Q15084 | ERp5 insulin aggregation, absorbance 650 nm, 90 min | inhibition, % at 9.99 µM;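 active = mean replicate inhibition above about 25%, with every replicate also reaching it, limit read from the data, passing the limit was not always enough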
Target sequence (Q15084 whole entry, looked up): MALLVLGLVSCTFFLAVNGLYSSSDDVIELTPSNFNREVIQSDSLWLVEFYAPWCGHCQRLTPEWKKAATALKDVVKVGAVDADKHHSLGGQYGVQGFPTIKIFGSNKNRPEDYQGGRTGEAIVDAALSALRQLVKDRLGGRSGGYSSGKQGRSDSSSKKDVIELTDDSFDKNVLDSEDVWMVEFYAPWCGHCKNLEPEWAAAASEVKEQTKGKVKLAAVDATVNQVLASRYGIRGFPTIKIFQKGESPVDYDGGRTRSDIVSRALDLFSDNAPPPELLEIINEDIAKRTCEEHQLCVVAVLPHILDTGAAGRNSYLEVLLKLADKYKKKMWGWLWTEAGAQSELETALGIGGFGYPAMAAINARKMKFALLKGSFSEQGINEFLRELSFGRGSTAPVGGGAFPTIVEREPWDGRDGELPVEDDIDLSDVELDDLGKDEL
INS-1E GSIS act: GLuc luminescence reporter in INS-1E cells, primary screen for activators of glucose-dependent secretion of insulin. INS-1E GLuc reporter insulin secretion, 2-3 h. activation, % at 16.6 µM. 370,000 tested, 0.61% active. AID 743287;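 active = lowest replicate activation of at least 40%, so every replicate reaches that level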;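 note: 0% = median of neutral control wells and 100% = median of IBMX positive control wells; some compounds called inactive have numbers as strong as hits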
CFTR F508del cor: CFTR F508del correction in bronchial cells; AID 720511; CFBE cells, YFP halide quenching; stimulated with forskolin plus potentiator P3; % fluorescence drop versus neutral controls; activity (quench increase), % at 7.58 µM; 350,000 tested, 0.36% active;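 active = mean added fluorescence quench of at least 8% versus neutral control, with both replicates also reaching 8%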;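 note: cells transiently co-express mutant CFTR-F508del with the halide-sensitive YFP; corrector assay measuring rescue of mutant channel to the surface after 24 h compound exposure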
Xi reactivation: reactivates the inactive X chromosome in mouse fibroblasts. XiGFP mouse fibroblasts, % GFP-positive cells imaging, 3 d; cells co-treated with 5-aza-dC sensitizer; scaled so ellipticine positive control = 100%. activation, % at 7.58 µM. 360,000 tested, 0.055% active. AID 743238;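 active = mean normalized replicate activation at least 10% and every replicate at or above 10%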;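 note: 0% = median of on-plate neutral control wells and 100% = ellipticine 6 µM median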
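System: XiGFP fibroblasts, SV40-immortalized. Medium: DMEM plus 5-aza-dC sensitizer. Doses: single point. Timing: 3 d treatment, 15 min room-temperature fixation. Control set: ellipticine 6 µM.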
DENV2 CPE: inhibitors of DENV2 cytopathic effect; CPE inhibition, % at 9.99 µM; AID 651640; 350,000 tested, 1.7% active; DENV2-infected cells, cytopathic effect rescue, plate reader; in the data active = CPE inhibition above about 20%, passing the limit was not always enough; tested in BHK-21 cells;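 note: 0% = median of neutral control wells and 100% = median of positive control wells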
ARNT TACC3 PPI: disruptors of human ARNT/TACC3 interaction; inhibition, % at 9.99 µM; 390,000 tested, 0.66% active; AID 623870; AlphaScreen His-ARNT PAS-B/GST-TACC3 binding, luminescence; TACC3 fragment carries E629A point mutation;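 active = mean inhibition of replicates at least 50% and at least half of replicates each reaching 50%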;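 note: 0% = complete ARNT plus TACC3 wells and 100% = ARNT alone without TACC3; many hits fall short of the cut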
EWS-Fli block: blocks EWS/Fli oncoprotein-driven transcription; inhibition, % at 12.6 µM; A673 NR0B1-luciferase reporter, viability-normalised; 350,000 tested, 0.67% active;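 active = mean inhibition of at least 50% after viability correction, with every replicate also passing that limit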;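 note: firefly luciferase signal divided by Alamar Blue viability fluorescence both relative to DMSO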
Starred values were filed as active, the others as inactive; . = not tested or not shown; & = joins results of further samples. An excerpt. The share of hits here may be higher or lower than overall.

SMILES | PAX8 inh HTS | ERp5 block | INS-1E GSIS act | CFTR F508del cor | Xi reactivation | DENV2 CPE | ARNT TACC3 PPI | EWS-Fli block
CCN1CCOC(c2ccccc2)C1 (centres undefined) | 2.1 | -1.9 | 10.8 | -0.3 | 0.0 | -8.1 | . | 3.9
O=C(c1ccc(N2CCCCCC2)c([N+](=O)[O-])c1)N1CCC2(CC1)OCCO2 | 7.8 | -3.6 | -12.5 | 1.4 | -0.1 | -6.6 | 1.3 | 8.8
C#C[C@@]1(O)CCC2C3CCC4=C/C(=N/OCC(=O)NC(C(=O)NC(CC(C)C)C(=O)O)C(C)C)CC[C@]4(C)C3CC[C@@]21C (some centres undefined) | -1.9 | -0.4 | -18.9 | 2.0 | 0.2 | -3.1 | -5.3 | 3.0
COc1c(O)ccc2c1-c1c3c(cc4c1C(C2)N(C)CC4)OCO3 (centres undefined) | -2.8 | -2.1 | 12.1 | -0.8 | 0.0 | 2.2 | 5.3 | -6.9
CN(C)C(=Nc1ccccc1)P(=S)(N(C)C)N(C)C | -6.6 | -2.1 | 0.5 | -1.2 | 0.1 | 7.0 | 6.0 | -4.5
COc1ccc(C(CNC(=O)c2ccc3c(c2)CCC3)N(C)C)cc1 (centres undefined) | 1.5 | 0.7 | -6.3 | -0.1 | . | -2.7 | -2.4 | -3.9
COc1cc2c(cc1OC)C(C(=O)N(C)C1CCCCC1)C1CCCCN1C2=O (centres undefined) | 3.6 | . | 11.1 | . | 0.0 | . | -0.8 | .
C[C@@H]1CN([C@H](C)CO)C(=O)CCCn2cc(nn2)CO[C@@H]1CN(C)C(=O)Oc1cccc2ccccc12 | . | -8.1 | -14.5 | -1.3 | -0.4 | -0.6 | -8.6 | 4.2
Clc1ccc(COC(Cn2ccnc2)c2ccc(Cl)cc2Cl)cc1 (centres undefined) | 3.9 | -1.5 | . | -1.5 | 0.1 | 9.5 | -16.2&-0.4 | 11.6
N/C(=N\[N+](=O)[O-])NCCCC(NC(=O)CNC(=O)c1ccccc1)C(=O)O (centres undefined) | -14.3 | 0.3 | 1.5 | -1.1 | 0.0 | 0.0 | 7.2 | 2.1
Cc1ccc(Cn2cc(C=O)c(-c3ccc(C)cc3)n2)cc1 | -51.5 | -1.0 | -58.1 | . | 0.2 | -1.5 | -3.7 | -35.2
CCC(=O)N1[C@@H]2Cn3c(ccc(C4=CCCC4)c3=O)[C@H]1[C@@H](C(=O)OC)[C@@H]2CO | -5.8 | -6.3 | 16.4 | 1.1 | 0.0 | -2.2 | -0.1 | -3.8
Cc1cccc(C)c1-n1nnnc1C(c1cc2ccccc2o1)N1CCC(n2c(=O)[nH]c3ccccc32)CC1 (centres undefined) | -23.1 | 1.8 | -7.7 | -0.8 | 0.1 | -6.2 | . | 13.0
COc1ccc(CN2CCCC(C(=O)c3ccc(Cl)cc3)C2)c(O)c1 (centres undefined) | 26.1 | -1.2 | 0.1 | 3.6 | 0.3 | -6.7 | 4.0 | 6.9
C=CCn1c(O)c(C(C)=NCC2CCCO2)c(=O)[nH]c1=O (centres undefined) | 17.6 | -0.1 | 7.3 | -0.1 | 0.0 | 0.7 | 9.1 | -0.5
CCCCn1nc(C)c(C(=O)O)c1Cl | -10.1 | 4.8 | . | -0.2 | -0.1 | -3.4 | -6.2 | -6.8
Cc1cc(C(=O)C[N+]23CCN(CC2)CC3)c(C)n1-c1ccc(Br)cc1 | 4.0 | -2.8 | 9.0 | -4.0 | 0.0 | 1.4 | 7.7 | 5.6
COc1ccc(NC(=O)N2CCC3(CC2)OCCO3)cc1OC | 10.2 | . | 13.2 | . | 0.0 | . | 1.0 | .
CCC(C)n1c(O)c(C(c2ccccn2)c2c(O)n(C(C)CC)c(=S)[nH]c2=O)c(=O)[nH]c1=S (centres undefined) | . | 6.9&-12.0 | -4.8&-11.4 | -1.8 | . | -5.3 | 8.5 | 19.4
O=C(O)c1cc(S(=O)(=O)N2CC3CC(C2)c2cccc(=O)n2C3)ccc1F (centres undefined) | . | 3.1 | 9.9 | -4.9 | . | -1.9 | . | -3.8
O=C1CN=C(c2ccc(Cl)cc2)c2oc3ccccc3c2N1 | 14.3 | 0.7 | . | 2.4 | 0.0 | -11.1 | . | -3.0
CN1C(=O)CCC2(C)C1=CCC1C2CCC2(C)C1CCC2(C)O (centres undefined) | . | 9.6 | 18.2 | -4.0 | 0.4 | 0.8 | 2.5 | -9.6
C[n+]1ccc(-c2ccccc2)c2ccccc21 | -4.1 | 6.9 | -16.5 | 0.7 | 0.5 | 0.3 | -9.7 | 17.1
Cc1ccc(N2C(=O)NC(=O)/C(=C\c3cnc(-c4ccccc4)nc3)C2=O)cc1 | -17.6 | 1.2 | -14.0 | . | -0.1 | 10.4 | 8.5 | -1.0
O=C(COc1ccc2ccc(=O)oc2c1)N1C[C@H]2C[C@@H](C1)c1cccc(=O)n1C2 | . | 3.4 | . | -1.4 | . | -0.4 | -12.3 | -3.1
O=P(O)(O)CN1CCNCCN(CP(=O)(O)O)CCNCC1 | 6.7 | -1.0 | . | -0.8 | 0.2 | -1.0 | -11.4 | -69.4
Cc1nc2ccc(Cl)cc2c(=O)n1-c1ccccc1Cl | 9.4 | 1.1 | -2.9 | -5.9 | 0.0 | 1.7 | -2.2 | 3.4
C[C@]12CCC3[C@@H](CCC4=CC(=O)CC[C@@]43CO)C1CCC2=O (some centres undefined) | -9.3 | -0.4 | 4.7 | 1.8 | 0.0 | -3.5 | 2.6 | -4.1
Cc1c(C)c2ccc(OCC(=O)N3CCC(C(=O)O)(c4ccccc4)CC3)c(C)c2oc1=O | . | 5.5 | -1.0 | 1.0 | . | -13.6 | 2.2 | -2.5
CCOC(=O)CSCCOc1ccc(C=C2C(=O)NC(=O)NC2=O)cc1OC | -12.7 | 6.2 | 20.5 | -0.8 | 0.0 | 0.9 | . | -8.0

Complete entries as entered above. Values in the order: PAX8 inh HTS | ERp5 block | INS-1E GSIS act | CFTR F508del cor | Xi reactivation | DENV2 CPE | ARNT TACC3 PPI | EWS-Fli block
Results for O=P(O)(O)CN1CCNCCN(CP(=O)(O)O)CCNCC1 : 6.7 | -1.0 | . | -0.8 | 0.2 | -1.0 | -11.4 | -69.4
Results for CCOC(=O)CSCCOc1ccc(C=C2C(=O)NC(=O)NC2=O)cc1OC : -12.7 | 6.2 | 20.5 | -0.8 | 0.0 | 0.9 | . | -8.0

Continued:
SMILES | PAX8 inh HTS | ERp5 block | INS-1E GSIS act | CFTR F508del cor | Xi reactivation | DENV2 CPE | ARNT TACC3 PPI | EWS-Fli block
O=C(C(=O)N1CCOCC1)c1cn(Cc2ccc(F)cc2)c2ccccc12 | -3.7 | 3.6 | -6.0 | 1.5 | -0.3 | -8.7 | 9.9 | 8.1
COC1=CC(=O)OC(/C=C/c2ccccc2)C1 (centres undefined) | -57.1 | -3.1 | . | -0.7 | 0.0 | 5.4 | 14.3 | -22.1
CN(C)C1(CNC(=O)c2cc(S(=O)(=O)N3CCOCC3)c(Cl)cc2Cl)CCCCC1 | -7.2 | -2.5 | 1.0 | 1.7 | 0.5 | 1.4 | -0.5 | -0.4
O=C(O)[C@H]1[C@H](CO)[C@H]2Cn3c(ccc(-c4ccccc4)c3=O)[C@@H]1N2CC1CCCCC1 | -10.4 | -0.2 | 6.2 | -3.2 | 0.1 | -0.2 | -6.6 | 1.7
O=C(O)C1C2c3ccccc3C(=O)C1(C(=O)O)c1ccccc12 (centres undefined) | 3.8 | 2.2 | 47.6 | 2.2 | 0.5 | 8.7 | -12.7 | -3.9
CN(N)N=Nc1nc2c([nH]1)c(=O)n(C)c(=O)n2C | 8.7 | 10.4 | 8.7 | 1.1 | 0.1 | -0.5 | 3.8 | 9.9
O=C(CN1CCCCC1)c1ccc(F)cc1 | -5.6 | -6.8 | 2.7 | -0.8 | -0.1 | -4.5 | -3.3 | 5.2
COc1ccc(C#Cc2ccc([C@@H]3[C@@H](CO)N4CCCCN(C(=O)Cc5ccccc5)C[C@@H]34)cc2)cc1 | 12.9 | 2.4 | -0.7 | -0.5 | 0.0 | -21.8 | -9.2 | 7.6
O=C1CC=C2C3CC4N(CCC45c4cc(O)c(O)cc4N1C25)CC3=CCBr (centres undefined) | 20.6 | -0.6 | 2.2 | 0.0 | 0.0 | -5.9 | -0.7 | -4.2
CC(=O)CC(c1ccc2c(c1)OCO2)c1c(O)c2ccccc2oc1=O (centres undefined) | 12.4 | -0.3 | -5.6 | -1.4 | 0.0 | -7.5 | . | 3.5
CN(C)C(=O)Oc1ccc2c(c1)O/C(=C\c1cccc([N+](=O)[O-])c1)C2=O | -2.1 | 1.0 | 4.3 | 0.2 | 0.2 | 1.6 | -9.5 | -4.7
CC(=NCCC(c1ccccc1)c1ccccc1)c1c(O)n(C)c(=O)n(C)c1=O | -5.6 | . | 11.8 | . | 0.3 | . | 1.1 | .
CC(=O)c1cn(Cc2ccccc2C#N)c2ccccc12 | 24.9 | -2.7 | -5.0 | 6.4 | -0.2 | -0.1 | 2.1 | 10.1
C[C@]12CC[C@H](O)CC1C(=O)CC1C2CC[C@@]2(C)C1CC[C@@H]2O (some centres undefined) | 1.0 | 3.7 | 2.9 | 3.2 | 0.1 | -1.9 | -1.0 | -0.4
O=C1NC(=O)C(Cc2ccccc2)C(=O)N1 | -2.1 | -4.7 | . | -0.4 | -0.1 | 18.3 | -15.3 | -4.2
O=[N+]([O-])c1cc(F)c(N2CCCCCC2)cc1N1CCNCC1 | 0.6 | 2.8 | 6.5 | 2.1 | 0.0 | 0.3 | 0.2 | 11.5
O=C(O)Cn1cc(/C=C2\C(=O)NC(=O)N(Cc3ccco3)C2=O)c2ccccc21 | 28.8 | 3.2 | -5.4 | 0.5 | 0.4 | 4.3 | -6.3 | 10.8
O=C(N/N=C/c1c(O)n(CCc2ccccc2)c(=O)[nH]c1=O)c1ccncc1 | 1.8 | . | 15.4 | . | 0.5 | . | 74.5* | .
CCOP(=O)(OCC)c1ccc(O)cc1 | 11.1 | 1.2 | -10.2 | 0.7 | 0.0 | -0.6 | -2.0 | 1.5
CSc1nc(NC(C)C)nc(NC(C)C)n1 | -7.4 | -20.1 | . | 2.8 | 0.1 | 3.9 | . | 5.0
Cc1ccc(OP2(=O)Nc3cc(C)c(C)cc3S2)cc1 (centres undefined) | -15.5 | 4.9 | . | -0.5 | 0.1 | 7.5 | 46.3* | -21.4
O=C(Cc1ccccn1)N1CCCCN2[C@H](CO)[C@@H](c3ccc(Br)cc3)[C@@H]2C1 | -25.5 | 0.2 | -4.6 | 0.3 | 0.3 | -5.3 | 0.2 | -8.2
O=C(c1cn(Cc2ccccc2)c2ccccc12)N1CCCCC1 | -4.4 | -0.8 | -17.7 | -0.5 | -0.3 | 1.8 | 0.4 | 12.3
c1ccc2c(N3CCNCC3)nsc2c1 | -3.1 | 3.5 | 37.0 | -0.9 | -0.1 | -0.7 | 2.0 | 29.5
CCCCn1c(NC(=O)c2ccc(Br)o2)c(C(=O)OCC)c2nc3ccccc3nc21 | 1.5 | 3.0 | 10.5 | -3.1 | 0.0 | 1.5 | 36.8 | 11.1
CCN[C@@H](C)Cc1cccc(C(F)(F)F)c1 | . | 2.9 | 16.7 | -2.9 | . | 2.6 | 2.0 | -7.4
O=C1NCN(c2ccccc2)C12CCN(C(c1ccnc3ccccc13)c1nnnn1-c1ccc3c(c1)OCCO3)CC2 (centres undefined) | 1.1 | -2.6 | -4.5 | -2.0 | 0.0 | -6.8 | . | 14.0
CN(C)C(=O)Oc1noc2cc(Cl)ccc12 | -12.8 | -11.0 | 14.8 | 3.1 | 0.2 | 5.1 | -4.8 | -13.7
